Screening data (PubChem BioAssay)
Coupling enz = counter-screen for Giardia aldolase inhibitors: coupling enzyme system; 290,000 compounds, 0.67% hits; activity change, negative = inhibition, % at 58.2 µM, hits read low; AID 2472; coupling enzyme system counterscreen, AmpLite Red fluorescence; in the data active means activity change below about -30%
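Counterscreen of the coupled detection system alone, without aldolase: glyceraldehyde-3-phosphate coupling enzymes plus AmpLite Red readout. Compounds at 57.5 uM final, 10 min RT preincubation, 20 min RT reaction, fluorescence 525/598 nm.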
Eya2 phos inh = Eya2 (human) phosphatase inhibition; recombinant Eya2, OMFP fluorescence dephosphorylation (OMFP is methylfluorescein phosphate); Potency, µM (top dose mostly 76.9 µM), for the others: at the highest dose activity, negative = inhibition, hits mostly inhibitors; 330,000 compounds, 0.006% hits; further: potency means the concentration at half of the fitted maximal effect
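Eya2 protein (added as 0.2 uM solution) was preincubated with compound for 10 min at ambient temperature in 50 mM HEPES pH 7.5, 50 mM NaCl, 5 uM MgCl2, 0.05% BSA, 1 mM DTT. OMFP (added at 50 uM) then reacted 10 min; fluorescence read at 485/525 nm.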
uPA generation = inhibitors of cell surface uPA generation; cell surface uPA generation assay, qHTS; Potency, µM (titrated, usually from 38.3 µM), inactives show at the highest dose activity change, negative = inhibition, most hits filed as inhibitors; 330,000 compounds, 0.31% hits; active means well fitted inhibition curve with a large enough effect; inconclusive means small, poorly fitted or top-dose-only effect; inactive means no such curve, though single readings can be large or run the other way; tested in mouse RAW 264.7 cells; further: potency means the concentration at half of the fitted maximal effect; nearly all actives have a fitted effect of over 55% in size
KCNH2 3.1 block = KCNH2 3.1 (human) potassium channel inhibition | U2OS KCNH2 3.1, thallium flux FluxOr; active compounds read low | 340,000 compounds, 0.95% hits | activity change, % (tested at about 1.8 µM) | AID 720553;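 active means maximum activity change below -70%; inconclusive means maximum activity change from -70% to -50%; inactive means maximum activity change above -50%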;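 further: thallium influx rate constant from kinetic fluorescence after stimulation buffer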
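We transduce U2OS cells with the mutant 3.1 virus, culture them overnight, load FluxOr with Red40 quencher for 45 min, then add stimulation buffer and read kinetically for 2 min to derive a normalized rate constant.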
USP2a block = USP2a (human) protease inhibition; O75604; USP2 core, Ub-CHOP2 coupled fluorogenic reporter, 485/531; Potency, µM (series often up to 38.3 µM), for inactives: at the highest dose activity change, negative = inhibition, most hits filed as inhibitors; 330,000 compounds, 0.01% hits;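 further: potency means the concentration at half of the fitted maximal effect; plate controls were DMSO wells for no effect and full inhibition by NEM control for full effect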
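Deubiquitinase activity read as fluorescence (485/531 nm) after Ub-CHOP2 cleavage activates the enterokinase reporter on its substrate; USP2 core 10nM, Ub-CHOP2 and substrate 25nM each, 30min compound preincubation then 60min RT; data normalized to NEM, curves fitted.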
PKM2 activator = activators of human pyruvate kinase M2 | P14618 | Potency, µM (doses to about 57.5 µM), for the others: at the highest dose activation, usual class: activators | 260,000 compounds, 0.34% hits | purified PKM2, Kinase-Glo ATP luminescence, activation; response scale: 0% is enzyme alone, no compound; further: potency means the concentration at half of the fitted maximal effect; nearly all actives have a fitted effect of over 55% in size
Target sequence (P14618 whole entry, looked up): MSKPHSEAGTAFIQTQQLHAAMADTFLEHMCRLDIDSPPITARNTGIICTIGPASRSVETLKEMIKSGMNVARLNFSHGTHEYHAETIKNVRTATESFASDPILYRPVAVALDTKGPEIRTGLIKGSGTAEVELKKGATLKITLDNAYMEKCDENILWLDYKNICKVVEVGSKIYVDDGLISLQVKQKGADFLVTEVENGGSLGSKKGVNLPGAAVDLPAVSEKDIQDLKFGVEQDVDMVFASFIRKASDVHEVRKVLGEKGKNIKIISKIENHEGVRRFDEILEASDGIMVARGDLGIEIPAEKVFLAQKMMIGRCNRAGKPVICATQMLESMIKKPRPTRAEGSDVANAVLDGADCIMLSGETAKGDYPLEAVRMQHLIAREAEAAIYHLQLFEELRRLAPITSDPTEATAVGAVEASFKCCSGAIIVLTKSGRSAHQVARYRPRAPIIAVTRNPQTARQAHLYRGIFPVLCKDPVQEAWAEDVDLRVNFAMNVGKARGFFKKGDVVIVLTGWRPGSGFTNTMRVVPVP
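ATP formation by purified human PK-M2, quantified via coupled luciferase luminescence after 1 h at room temperature with 0.1 mM ADP and 0.5 mM PEP final.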
BCR signal inh = chronic active BCR signaling inhibition. ABC-DLBCL IkBa-CBG/CBR reporter, luminescence ratio, 4 h. Potency, µM (series often up to 46.1 µM), for inactives: at the top dose ratio change, negative = lower green/red ratio, usual class: inhibitors. 340,000 compounds, 0.05% hits. AID 493014; active means well fitted inhibition curve with a large enough effect in the signal ratio, with a control signal flat, not every such curve was filed as active; inconclusive means small, poorly fitted or top-dose-only effect, or effect the other way, or a change in a side signal; the % refers to the signal ratio;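 further: potency means the concentration at half of the fitted maximal effect; plate controls were basal doxycycline-induced cells for no effect and cells given 10 µM MG132 for full effect; MG132 reads +100%, hits lower the ratio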
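Doxycycline induced both beetle luciferases in TMD8 lymphoma cells; IKK-driven degradation limits the IkappaBalpha-fused green signal, while red luminescence normalises for cell number and nonspecific effects. Compounds tested up to 46 uM, 4 hrs.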
GALK inhibitor = inhibitors of human galactokinase. P51570. Purified GALK, Kinase-Glo residual ATP luminescence. Potency, µM (series often up to 57.5 µM), for inactives: at the highest dose activity change, negative = inhibition, most hits filed as inhibitors. 270,000 compounds, 0.007% hits; further: potency means the concentration at half of the fitted maximal effect
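GALK at 5 nM final was combined with compound, 35 uM ATP and 100 uM galactose in HEPES pH8.0 with MgCl2 and DTT. The reaction ran one hour at room temperature before luminescent ATP detection.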
B2AR arrestin = recruits beta-arrestin to the human beta2-adrenergic receptor | P07550 | beta-arrestin recruitment to beta2AR, cell-based reporter | Potency, µM (top dose mostly 46.1 µM), for the others: top-dose activation, actives largely listed as activators | AID 492947 | 330,000 compounds, 0.02% hits;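 further: potency means the concentration at half of the fitted maximal effect; 0% = DMSO controls and full agonism = EC100 isoproterenol or metaproterenol; nearly all actives have a fitted effect of over 65% in size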
Target sequence (P07550 whole entry, looked up): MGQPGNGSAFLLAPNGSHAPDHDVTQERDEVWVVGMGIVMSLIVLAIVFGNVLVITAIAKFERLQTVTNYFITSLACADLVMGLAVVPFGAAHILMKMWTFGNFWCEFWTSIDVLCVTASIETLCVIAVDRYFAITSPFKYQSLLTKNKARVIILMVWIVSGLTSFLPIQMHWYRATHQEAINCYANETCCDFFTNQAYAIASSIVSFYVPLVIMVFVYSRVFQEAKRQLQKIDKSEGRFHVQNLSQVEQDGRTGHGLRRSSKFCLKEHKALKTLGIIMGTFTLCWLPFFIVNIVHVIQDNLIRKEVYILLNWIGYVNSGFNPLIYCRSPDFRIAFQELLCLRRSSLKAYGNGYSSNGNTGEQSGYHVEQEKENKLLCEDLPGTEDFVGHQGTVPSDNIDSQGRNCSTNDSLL
Giardia killer = kills Giardia lamblia. 340,000 compounds, 0.15% hits. Giardia lamblia trophozoite viability. activity change, % at 7.66 µM, hits read low; in the data active means activity change below about -80%; inconclusive means between about -30% and that limit;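 further: parasites exposed to compound for two days anaerobically before the ATP read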
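Each well holds 100 Giardia trophozoites and compound. After two days (48 hrs) at 37 deg C in anaerobic conditions, ATP is quantified by luminescence.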
hERG WT inh = blocks the wildtype human KCNH2 potassium channel. AID 720551. activity change, % at 1.84 µM. 340,000 compounds, 0.37% hits. U2OS, BacMam KCNH2, thallium flux FluxOr; active compounds read low;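 active means maximum activity change below -70%; inconclusive means maximum activity change between -70% and -50%; inactive means maximum activity change above -50%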
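U2OS cells were transduced with wild-type KCNH2 virus (2.03 x 10^8 / mL) for 4 h at room temperature, then cultured overnight at 37 C. Thallium flux was read with FluxOr dye. Rate constants were normalized to DMSO controls.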
Starred values were filed as active, the others as inactive; u = inconclusive; x = not tested or not shown; [ ] = remark or other dose. Unless noted, the call rests on the fitted dose curve; in most records, active means well fitted curve in the direction sought with a large enough effect; inconclusive means small, poorly fitted or top-dose-only effect, or another doubt; inactive means no such curve, though single readings can be large; an effect the other way counts as inactive or inconclusive. Unless noted, on the % scale 0 is the no-effect control and ±100 the full control effect.

1) O=C(CCCCCN1C(=O)[C@@H]2Cc3ccccc3CN2C1=O)Nc1cccc(F)c1
2) CCNc1ncnc2c1cnn2C
3) O=C(COC(=O)Cc1c[nH]c2ccccc12)Nc1cc(S(=O)(=O)N2CCOCC2)ccc1Cl
4) CCc1ccccc1NC(=O)Cn1nc(C(F)(F)F)cc1C1CC1
5) Cc1ccc(NC(=O)NN2CCN(C)CC2)cc1C
6) Cc1cc(C)cc(N(C(=O)c2ccccn2)C(C(=O)NC2CCCCC2)c2ccncc2)c1 (stereo not given)
entry no.	1	2	3	4	5	6
uPA generation	3%	1%	-2%	x	1%	-5%
KCNH2 3.1 block	-39	-8	9	-78*	5	-15
B2AR arrestin	0.3%	-0.1%	-2.3%	0.2%	-0.6%	-0.2%
GALK inhibitor	-3%	0%	x	-1%	-5%	0%
BCR signal inh	u	-1%	1%	2%	4%	-10%
Eya2 phos inh	-2%	4%	-38%	-1%	-1%	-18%
Coupling enz	x	1	x	-2	2	-2
hERG WT inh	-48	1	-35	-5	18	-5
Giardia killer	10	0	3	-5	5	u
PKM2 activator	x	1%	x	0%	2%	0%
USP2a block	-2%	8%	-1%	-1%	1%	2%

7) CCN(CC)C(=O)c1sc2[nH]c(=S)n(-c3ccccc3)c(=O)c2c1C
8) COC(=O)COC(=O)c1ccc(Oc2nc(OC)nc(N(C)C)n2)cc1
9) Cc1cc(C(=O)Nc2c(C)cccc2C)n(-c2ccccc2)n1
10) COc1ccc(OC)c(Nc2ncnc3sccc23)c1
11) COc1ccc(CN2C(=O)C(O)(CC(=O)c3c(C)n[nH]c3C)c3ccccc32)cc1OC (stereo not given)
12) O=C(NCc1ccc(F)cc1)C1CCCN(S(=O)(=O)c2cccc3nsnc23)C1 (stereo not given)
entry no.	7	8	9	10	11	12
uPA generation	-1%	0%	-20%	-11%	2%	2%
KCNH2 3.1 block	-9	-11	3	8	9	-6
B2AR arrestin	-0.6%	-0.9%	-0.1%	-0.4%	0.1%	0.3%
GALK inhibitor	2%	1%	3%	3%	4%	0%
BCR signal inh	9%	0%	1%	-8%	1%	-1%
Eya2 phos inh	-16%	1%[15.4 µM]	-3%	9%	5%	-21%
Coupling enz	-8	1	-1	-1	-1	4
hERG WT inh	-30	-1	5	-4	-13	3
Giardia killer	-14	-3	8	8	-14	10
PKM2 activator	7%	1%	3%	x	1%	-1%
USP2a block	1%	1%	2%	0%	-1%	6%

The last 3 compounds of the section above are carried over, then new ones follow.
10) COc1ccc(OC)c(Nc2ncnc3sccc23)c1
11) COc1ccc(CN2C(=O)C(O)(CC(=O)c3c(C)n[nH]c3C)c3ccccc32)cc1OC (stereo not given)
12) O=C(NCc1ccc(F)cc1)C1CCCN(S(=O)(=O)c2cccc3nsnc23)C1 (stereo not given)
13) CC1CCCN(C(=O)CSCC(=O)Nc2nc(-c3cccs3)cs2)C1 (stereo not given)
14) COCCNC(=O)NC(=O)COC(=O)c1ccc2[nH]c3c(c2c1)CCCC3
15) CCCCNC(=S)N(Cc1c(C)noc1C)c1ccccc1
16) CC(C)(C)SCCNS(=O)(=O)c1ccc(C#N)cc1
17) Cc1cccc(NC2=NC(=S)N(CC#N)C23CCCCC3)c1
18) C=CCCOc1ccccc1C(N)=O
entry no.	10	11	12	13	14	15	16	17	18
uPA generation	-11%	2%	2%	3%	12%	4%	-1%	-5%	4%
KCNH2 3.1 block	8	9	-6	25	4	-117*	21	-4	-7
B2AR arrestin	-0.4%	0.1%	0.3%	-0.8%	-0.9%	0.0%	0.0%	0.3%	11%
GALK inhibitor	3%	4%	0%	1%	1%	-2%	-1%	-1%	1%
BCR signal inh	-8%	1%	-1%	u	-19%	2%	11%	u	1%
Eya2 phos inh	9%	5%	-21%	-26%	9%	11%	-2%	2%	8%
Coupling enz	-1	-1	4	1	1	9	0	3	1
hERG WT inh	-4	-13	3	-5	0	12	11	3	-11
Giardia killer	8	-14	10	25	20	8	-3	-13	17
PKM2 activator	x	1%	-1%	-1%	2%	-1%	-1%	-3%	1%
USP2a block	0%	-1%	6%	-2%	5%	2%	-1%	2%	0%

19) CNC(=O)N1CCC(C(=O)c2c(C)c(C)c(C)c(C)c2C)CC1
20) COc1ccc(-c2nc(C#N)c(NCC3CCCO3)o2)cc1 (stereo not given)
21) COc1ccc2c(C)c(Cc3ccccc3)c(=O)oc2c1OC
22) C#CCOCCOCCOCCNc1nc(N2CCN(C(=O)[C@H](CCCCN)n3cc(C(N)[C@H](C)CC)nn3)CC2)nc(N2CCN(C(=O)[C@H](CCC(=O)O)n3cc(C(N)[C@H](C)CC)nn3)CC2)n1 (stereo not given in full)
23) O=C(Nc1cccnc1)c1cc(-c2ccc(Cl)c(Cl)c2)on1
24) CCOc1ccc(C(CC(=O)O)NC(=O)COc2ccc3ccccc3c2)cc1OC (stereo not given)
entry no.	19	20	21	22	23	24
uPA generation	-1%	-24%	1%	13%	1%	1%
KCNH2 3.1 block	-18	4	-10	3	-16	31
B2AR arrestin	-0.5%	0.3%	-0.5%	-0.5%	-0.9%	0.3%
GALK inhibitor	1%	0%	6%	1%	6%	2%
BCR signal inh	u	u	-1%	3%	-4%	5%
Eya2 phos inh	5%	-9%	5%	14%	-3%	-1%
Coupling enz	0	-1	8	2	1	3
hERG WT inh	-2	0	0	-5	-8	-16
Giardia killer	10	4	0	u	4	-7
PKM2 activator	x	9%	21%	-10%	0%	x
USP2a block	2%	1%	-3%	0%	2%	1%

Entries from the list above that have a Cl atom (2):
3) O=C(COC(=O)Cc1c[nH]c2ccccc12)Nc1cc(S(=O)(=O)N2CCOCC2)ccc1Cl
23) O=C(Nc1cccnc1)c1cc(-c2ccc(Cl)c(Cl)c2)on1
entry no.	3	23
uPA generation	-2%	1%
KCNH2 3.1 block	9	-16
B2AR arrestin	-2.3%	-0.9%
GALK inhibitor	x	6%
BCR signal inh	1%	-4%
Eya2 phos inh	-38%	-3%
Coupling enz	x	1
hERG WT inh	-35	-8
Giardia killer	3	4
PKM2 activator	x	0%
USP2a block	-1%	2%

Following part.
25) O=C(COC(=O)C1CCCCC1)Nc1ccc([N+](=O)[O-])cc1
26) COc1ccc(Cl)cc1NC(=O)CC(=O)Nc1cc(Cl)ccc1OC
27) Cc1ccccc1NS(=O)(=O)c1cc(OCC(N)=O)c(C)cc1Cl
28) O=C(NC1CC(=O)c2sccc21)c1ccc(Cl)cc1Cl (stereo not given)
29) Cc1cccc(NC(=O)Cn2c(=O)oc3ccccc32)c1
30) CCO[C@@H]1OC(C(=O)NCc2ccccc2)=C[C@H](c2ccccc2)[C@H]1CCCO
entry no.	25	26	27	28	29	30
uPA generation	7%	9%	-20%	-4%	6%	14%
KCNH2 3.1 block	0	0	2	-7	10	12
B2AR arrestin	-1.1%	-0.2%	-0.5%	-0.4%	0.2%	-0.1%
GALK inhibitor	0%	-3%	1%	-4%	-1%	0%
BCR signal inh	1%	u	11%	-2%	u	5%
Eya2 phos inh	-8%	9%	6%	-3%	3%	-10%
Coupling enz	-14	1	-1	2	0	-4
hERG WT inh	-2	-9	-2	0	-5	7
Giardia killer	-6	21	-9	3	1	-11
PKM2 activator	-3%	x	1%	-1%	4%	-3%
USP2a block	3%	-2%	3%	3%	2%	1%

31) COc1ccc(N2CC(C(=O)N[C@H](C(=O)NC(C)c3ccccc3)C(C)C)CC2=O)cc1 (stereo not given in full)
32) COCCCn1c2nc3ccccc3nc2c2c(=O)n(Cc3ccccc3Cl)cnc21
33) O=C(Cn1c(=O)oc2ccccc21)N1CCCCC1
34) O=C(NCCc1ccccc1)C1CCCN(C(=O)NC2CCCCC2)C1 (stereo not given)
35) COc1cc(C(=O)Nc2ccc3c(c2)N(C(=O)CCN(C)C)c2ccccc2CC3)cc(OC)c1OC
entry no.	31	32	33	34	35
uPA generation	12%	x	4%	-5%	-10%
KCNH2 3.1 block	-27	x	-13	8	5
B2AR arrestin	0.0%	-0.5%	0.2%	0.2%	0.4%
GALK inhibitor	-2%	4%	0%	7%	0%
BCR signal inh	-7%	10%	11%	u	u
Eya2 phos inh	3%	6%	-2%	5%	-6%
Coupling enz	x	4	0	7	-1
hERG WT inh	-13	x	7	-10	6
Giardia killer	-6	x	-16	2	-3
PKM2 activator	x	-1%	1%	-1%	0%
USP2a block	-1%	2%	1%	3%	3%
